# PLCb3 inh: human PLC-beta3 inhibitors, primary screen, biochemical, fluorescence; 1-phosphatidylinositol 4,5-bisphosphate phosphodiesterase beta-3 (Homo sapiens), Q01970; AID 720704, 2013; inhibition, % at 12.2 µM; hit rate 0.18% among 370,000; Purified PLC-beta3, fluorogenic substrate; in the data active means inhibition above about 11%;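 further: 0% = median of compound wells on plate and 100% = full blocker control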
# PLC-gamma1 inh: PLC-gamma1 enzyme inhibitors, primary screen, biochemical, fluorescence, purified enzyme | AID 720700, 2013 | fluorogenic substrate | inhibition, % at 12.2 µM | hit rate 0.84% among 370,000; in the data active means inhibition above about 9.5%
# hgDAF-12 ag: H. glycines DAF-12 receptor agonists, primary screen, cell-based, luminescence, HEK293, GAL4 fusion, UAS-luciferase. Nuclear hormone receptor DAF-12 (Heterodera glycines), GAL4 fusion. HEK293 GAL4-hgDAF12 UAS-luciferase reporter, agonist luminescence; normalized to butyrate control. activation, % at 6.8 µM. hit rate 1.8% among 370,000;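 active means activation above a cutoff set at the mean of all screened compounds plus 3 SD, cut at about 10% in these data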;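 further: 0% = DMSO wells and 100% = sodium butyrate wells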
# ssDAF-12 act: S. stercoralis DAF-12 nuclear receptor activators, primary screen, cell-based, luminescence, HEK293, GRIP1 co-expression, lit1-tk-luc. HEK293 ssDAF-12/GRIP1 lit1-tk-luc reporter; % of 3 µM dafachronic acid response. activation, % at 6.8 µM. hit rate 1% among 370,000;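 active means activation above the mean over all tested compounds plus 3 SD, cut at about 0.9% in these data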;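 further: 0% = DMSO-only wells and 100% = 3 µM delta7-dafachronic acid wells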
# SMARCA2 activ: SMARCA2 (BRM) function activators, primary screen, cell-based, luminescence, high throughput | hit rate 1% among 370,000 | AID 652017, 2013 | activation, % at 9.1 µM | MG213 cells, MMTV-luciferase reporter, dexamethasone, overnight; in the data active means activation above about 7.8%;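 further: 0% = vehicle wells and 100% = reference activator wells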
# DAX1 inh-1: DAX1 (NR0B1) inhibitors on StAR promoter, primary screen, cell-based, luminescence, SF-1 (NR5A1), full-length DAX-1. hit rate 1.1% among 370,000. AID 652010, 2013. HEK293T StAR-luciferase reporter, SF-1/DAX-1 repression relief. inhibition, % at 6.8 µM;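 active means inhibition above the mean over all tested compounds plus 3 SD, cut at about 3.6% in these data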;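 further: 0% = DAX-1 cells with DMSO and 100% = cells lacking DAX-1 with DMSO; higher inhibition means more luminescence from relief of DAX-1 repression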
# NR1D1 modulator: modulators of Rev-erb alpha DNA binding, primary screen, biochemical, FITC-DNA, fluorescence polarization, uHTS | Rev-erbα–FITC-DNA binding, 90 min | activity, % at 10 µM | hit rate 0.79% among 370,000;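 active means activity above about 14%, limit read from the data; passing the limit was not always enough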;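 further: 0% = DMSO wells with 35 nM protein and 100% = DMSO wells with 750 nM protein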
# hcDAF-12 act: H. contortus DAF-12 nuclear receptor activators, primary screen, cell-based, luminescence, HEK293, lit1-tk-luc reporter; HEK293 hcDAF-12 lit1-tk-luc reporter; 0% DMSO, 100% Δ7-dafachronic acid; activation, % at 6.8 µM; hit rate 1.4% among 370,000; AID 652067, 2013;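 active means activation above the mean of all tested compounds plus 3 SD, cut at about 5.5% in these data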;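 further: 100% = response to 3 µM Δ7-dafachronic acid high control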
# DAX1 inh-2: DAX1 (NR0B1) inhibitors, primary screen, cell-based, HEK293, Gal4-DAX1, luciferase luminescence | AID 504766, 2011 | inhibition, % at 6.75 µM | hit rate 0.99% among 340,000 | Nuclear receptor subfamily 0 group B member 1 (Homo sapiens), P51843 | HEK293 Gal4-DAX1 luciferase reporter;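 active means inhibition above the mean over all tested compounds plus 3 SD, cut at about 4.2% in these data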;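 further: 0% = DAX1-transfected cells with DMSO and 100% = empty-vector control cells with DMSO; inhibition shows as a rise in luminescence from relieved DAX1 repression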
# Target sequence (P51843 207-470 limits assumed): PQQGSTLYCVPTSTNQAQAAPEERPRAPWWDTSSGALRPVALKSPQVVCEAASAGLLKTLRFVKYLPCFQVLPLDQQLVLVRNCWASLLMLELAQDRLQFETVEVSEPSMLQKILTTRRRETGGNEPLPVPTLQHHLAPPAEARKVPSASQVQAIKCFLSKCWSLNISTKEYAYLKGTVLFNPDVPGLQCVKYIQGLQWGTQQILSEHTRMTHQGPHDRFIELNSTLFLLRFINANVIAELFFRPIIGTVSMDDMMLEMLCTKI
# MBD2 inh: inhibitors of MBD2 binding to methylated DNA, primary screen, biochemical, TR-FRET, DNA-binding domain, human; inhibition, % at 4.4 µM; Methyl-CpG-binding domain protein 2 (Homo sapiens), Q9UBB5; MBD2 binding to methylated oligonucleotide; hit rate 0.31% among 370,000; in the data active means inhibition above about 13%
# Target sequence (Q9UBB5 whole entry, looked up, the tested form may be a part): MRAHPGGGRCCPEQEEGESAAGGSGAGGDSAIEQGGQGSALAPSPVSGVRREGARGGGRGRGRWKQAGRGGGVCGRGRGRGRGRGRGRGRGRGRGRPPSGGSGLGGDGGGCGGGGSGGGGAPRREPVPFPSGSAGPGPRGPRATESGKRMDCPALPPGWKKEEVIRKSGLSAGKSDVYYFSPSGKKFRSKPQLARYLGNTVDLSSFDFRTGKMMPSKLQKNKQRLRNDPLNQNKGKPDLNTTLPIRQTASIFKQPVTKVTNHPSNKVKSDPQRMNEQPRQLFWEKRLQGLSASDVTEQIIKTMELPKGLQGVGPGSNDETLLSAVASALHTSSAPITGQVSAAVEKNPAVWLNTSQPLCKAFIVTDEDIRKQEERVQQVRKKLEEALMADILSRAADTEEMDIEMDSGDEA
# ADAM17 inh: ADAM17 inhibitors, primary screen, biochemical, QFRET | hit rate 0.83% among 370,000 | AID 720648, 2013 | Disintegrin and metalloproteinase domain-containing protein 17 (Homo sapiens), P78536 | inhibition, % at 6.95 µM | recombinant ADAM17, EDANS/DABCYL FRET peptide cleavage;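 active means inhibition above the mean of compounds lying between control limits plus 3 SD, set per campaign, cut at about 8.5% in these data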;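 further: 0% = DMSO-only wells as the low control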
# An asterisk follows results filed as active; . = not tested or not shown; & = joins results of further samples.
smiles,ADAM17 inh,ssDAF-12 act,hgDAF-12 ag,PLCb3 inh,NR1D1 modulator,SMARCA2 activ,PLC-gamma1 inh,DAX1 inh-2,MBD2 inh,hcDAF-12 act,DAX1 inh-1
Cc1cn(CC(=O)NCCCc2ccccc2)c(=O)[nH]c1=O,2,-1.3,-2.1,-1,5,-3,6,1.9,-1,0.1,-0.9
CC(=O)Nc1ccc(S(=O)(=O)Nc2cccc(-c3nc4cc(C)ccc4o3)c2)cc1,-1,-1.3,-0.5,-10,5,2,-3,0.5,6,-0.7,-0.3
Cc1ccc(CNC(=O)C(=O)NCC2OCCCN2S(=O)(=O)c2ccc(F)cc2)cc1 (stereo unspecified),4,0.0,1.0,-2,4,-1,2,0.5,0,-3.4,-0.1
COC(=O)c1ccccc1NC(=O)c1ccc(F)cc1,-2,0.0,-2.1,2,-1,-2,1,-0.3,5,-2.6,-0.9
CC1CC(C)CN(CCCNC(=O)CN2C(=O)c3cccnc3Oc3ccc(Cl)cc32)C1 (stereo unspecified),0,-1.2,0.9,-4,3,0,9,0.1,-1,0.4,-0.1
CSc1ccccc1OCc1cc(C(=O)NCCCn2nc(C)cc2C)no1,-2,-1.5,-3.4,-19,-2,-2,2,0.6,2,-0.5,-3.1
COc1ccc(-c2nc(C#N)c(NCCN(C)C)o2)cc1,-110,-1.1,1.7,-162,-2,4,-135,-0.1,-2,0.1,-0.3
Cc1cc(C(=O)COC(=O)c2ccc(NC(=O)CC#N)cc2)c(C)n1-c1ccc(OC(F)F)cc1,-2,-1.5,-1.5,-15,0,-7,-13,-0.3,3,-0.7,-2.4
CCOC(=O)C1C(=O)C=C(c2ccc(C)cc2)CC1c1ccccc1 (stereo unspecified),3,-1.5,1.4,-14,-5,-3,-7,-2.0,-4,-0.5,-0.2
O=S(=O)(Nc1nc2ccccc2nc1NCc1ccco1)c1ccc(F)cc1,-15,-1.6,1.8,-16,1,5,-10,-0.2,1,0.2,-0.1
COc1cc(OC)c(OC)cc1/C=N/NC(=O)c1cccc(S(=O)(=O)N2CCOCC2)c1,0,-1.4,1.2,-83,-1,-1,-52,-0.8,-4,-1.9,-0.3
C[C@H](O)[C@@H]1C(=O)N2CCc3c([nH]c4cccc(-c5ccccc5)c34)[C@@H]2C[C@@H]1N(C)CC1CCCCC1,-85,-1.2,2.8,-196,4,0,-158,.,4,1.3,-0.6
Cc1coc(C)c1C(=O)CC1(O)C(=O)N(Cc2ccccc2)c2ccccc21 (stereo unspecified),2,-0.3,-0.3,3,-5,-3,1,-0.3,1,-1.8,-0.2
Cc1cc(C)c(CSc2ncnc3nc[nH]c23)c(C)c1,2,-1.1,2.1,-6,2,0,0,-1.0,3,0.7,-0.2
O=C(O)c1ccc(NS(=O)(=O)/C=C/c2ccccc2)cc1,-3,-0.8,0.5,-1,-8,2,0,-0.6,-7,-1.2,0.9
Nc1nnc(SCC(=O)c2ccc3c(c2)NC(=O)CO3)s1,-2,-1.1,-1.1,-5,0,-1,3,3.8,1,0.2,-0.2
CCC(=O)Nc1sc2c(c1C#N)CC(C)(CC)OC2 (stereo unspecified),3,-1.6,-0.1,2,0,0,6,-1.2,8,2.3,-0.3
CC(C)(C)C(=O)Nc1nc(NC(=O)C(C)(C)C)nc(-c2ccccc2Cl)n1,-2,-1.6,-2.4,-2,-1,-2,0,.,-2,-0.8,0.0
c1ccc(-c2csc(CN3CCCCC3)n2)cc1,2,0.9*,19*,3,6,14*,0,3.2,-1,7.1*,5.3*
Cc1ccc2nc(-c3cccc(SC4CCCCC4)c3)c(NC3CCCCC3)n2c1,-7&-5,-1.2&-0.9,1.7&-1.7,-62&-27,15&6,0&-3,-50&-15,2.2,-6&-1,0.1&0.6,-0.2&-0.5
C/C(CC(=O)Nc1cccc(Cl)c1Cl)=N\NC(=O)c1ccccc1C,-1,-0.7,8.1,-2,-2,1,1,0.5,6,0.3,0.9
CCC[C@H]1[C@@H](NC(=O)c2cccc(Cl)c2)CC[C@@]23CCCN2C(=O)CCC[C@@H]13,-1,-0.7,-2.0,4,1,.,-2,.,-1,-0.6,.
CC(C)CCn1nnnc1C(c1ccccc1)N1CCC(C(N)=O)CC1 (stereo unspecified),-3,-1.4,-1.4,2,-2,-3,-2,-0.2,2,-1.1,-0.1
Cc1nnc(NC(=O)C(C)Oc2ccc3c(C)cc(=O)oc3c2)s1 (stereo unspecified),-19,-1.2,1.3,-10,-3,0,-13,1.4,-3,-0.9,0.3
Cn1nc(C(=O)NCc2cccs2)c2ccccc2c1=O,0,-1.7,-3.0,6,0,1,4,0.2,-2,-2.1,-0.8
CC1CCCC(NC(=O)CCS(=O)(=O)c2ccc3c(c2)NC(=O)CS3)C1C (stereo unspecified),0,-1.2,-1.6,-6,-4,-1,-4,0.1,-6,-3.1,-0.5
c1ccc(C(c2ccccc2)N2CCN(c3nc4ccccc4n4cnnc34)CC2)cc1,0,-0.8,0.8,0,7,1,3,.,-6,-1.4,0.2
Cc1cccc(N=Cc2ccccc2O)c1C,-1,-1.1,-2.4,1,-6,1,2,1.9,0,1.9,-0.8
CN(C)c1nc(OCCNC(=O)Nc2ccccc2)nc(N2CCOCC2)n1,-4,-1.3,-2.4,2,-1,-3,-1,-1.5,2,-1.8,-0.1
COc1ccc(-c2nsc(SCC(=O)NCC3CCCO3)n2)cc1 (stereo unspecified),-2,-1.6,3.7,2,6,2,2,1.5,-2,0.2,0.7
COC(C(=O)Nc1cccc([N+](=O)[O-])c1)c1ccccc1 (stereo unspecified),-5,-0.8,-2.6,-2,-6,-1,3,2.4,1,0.6,-0.5
CCSC1=C(C#N)C(c2ccc(C)o2)CC(=O)N1 (stereo unspecified),-2,-0.7,0.1,-16,1,5,-8,2.7,0,2.5,0.0
OCC[C@H]1C[C@H](O)[C@@H](O)[C@]2(CCCO2)O1,0,-1.0,-1.1,1,-2,1,2,0.7,-2,-1.5,-0.1
O=C(NN1C(=O)/C(=C/c2ccc(O)c(O)c2)SC1=S)c1ccccc1,3,1.2*,-1.5,-43,-4,-3,-29,0.9,-1,-0.6,0.3
CCN(CC)CCCC(C)n1c(C)cc(C(=O)NS(=O)(=O)c2ccc(C)cc2)c1C (stereo unspecified),-3,-0.8,2.2,-1,4,-3,2,0.0,-1,1.9,-0.5
Cc1ccc(-n2ncc3c2CCCC3NC(=O)c2csnn2)cc1C (stereo unspecified),-3,-0.8,1.9,-4,-5,-1,2,-0.9,-4,-4.0,-2.5
CN1CCc2c(sc3nc(SCC(=O)N4CCOCC4)n(-c4ccc(Cl)cc4)c(=O)c23)C1,-23,-0.9,3.3,-63,-2,-2,-39,1.1,2,0.3,0.4
O=C(c1ccc(Cl)cc1)N1CCN(c2ncccn2)CC1,0,-0.7,-1.7,-7,1,-1,-1,-0.6,-4,-1.6,-0.4
CCCN(C(=O)c1ccco1)c1nnc(-c2cccc(C)c2)s1,-1,-0.5,7.5,-1,-4,0,0,-1.2,0,2.9,1.9
O=C(NCCCc1ccccc1)[C@H](Cc1ccccc1)NC1(C(=O)NCCc2c[nH]c3ccccc23)CCC1,4,-0.9,-3.8,1,2,.,0,.,-4,1.9,.
CC1CCN(CCCCOc2ccccc2F)CC1,-1,-1.0,-0.1,-2,1,-2,4,0.2,5,0.3,-0.2
CCOC(=O)c1cc2sccc2n1CCCN1C(=O)c2ccccc2C1=O,2,-1.1,-1.2,3,9,-3,6,-0.8,2,-1.6,-1.3
O=C(Nc1ccc2c(c1)OCO2)c1ccccn1,5,0.2,11*,-10,-1,3,-3,0.7,-7,1.8,8.8*
CCOc1ccccc1Nc1nc(N)nc(Cl)c1CC,-2,-0.8,-0.7,1,-5,-3,-3,1.1,-1,-2.2,-0.5
O=c1cc(CN2CCN(S(=O)(=O)c3ccccc3)CC2)nc2sccn12,-3,-0.5,0.3,-23,0,7,-26,-0.1,4,-1.7,-0.4
CCOC(=O)c1ccc(NC(=O)NNS(=O)(=O)c2cc(OC)ccc2OC)cc1,-4,-0.3,8.1,-4,-1,-2,4,3.0,7,1.5,-0.5
O=C1C(c2ccccc2)SC(=Nc2ccccc2)N1S(=O)(=O)c1ccccc1 (stereo unspecified),-1,-0.8,4.9,3,5,3,2,0.8,-3,0.3,0.8
COC(=O)c1c(NC(=O)CC2SC(N)=NC2=O)sc(C)c1C (stereo unspecified),6,0.2,2.1,-2,-3,-4,9,1.1,4,-1.0,0.6
Cc1ccc(C)c(S(=O)(=O)N2CCN(C(=O)c3cc(S(=O)(=O)NCc4ccccc4)ccc3C)CC2)c1,3,-1.2,-1.1,-5,7,1,-2,0.0,-4,-0.3,-1.5
O=C(NCC1COc2ccccc2O1)c1ccc(NC(=O)c2cc(F)ccc2F)cc1 (stereo unspecified),2,-0.6,-2.4,-6,0,-6,-4,.,-4,-4.0,-1.5

# Shown with two lines to a compound: part of the list above
# Results follow in this order: ADAM17 inh	ssDAF-12 act	hgDAF-12 ag	PLCb3 inh	NR1D1 modulator	SMARCA2 activ	PLC-gamma1 inh	DAX1 inh-2	MBD2 inh	hcDAF-12 act	DAX1 inh-1
CN1CCc2c(sc3nc(SCC(=O)N4CCOCC4)n(-c4ccc(Cl)cc4)c(=O)c23)C1
  -23	-0.9	3.3	-63	-2	-2	-39	1.1	2	0.3	0.4
O=C(c1ccc(Cl)cc1)N1CCN(c2ncccn2)CC1
  0	-0.7	-1.7	-7	1	-1	-1	-0.6	-4	-1.6	-0.4

# (further entries)
smiles,ADAM17 inh,ssDAF-12 act,hgDAF-12 ag,PLCb3 inh,NR1D1 modulator,SMARCA2 activ,PLC-gamma1 inh,DAX1 inh-2,MBD2 inh,hcDAF-12 act,DAX1 inh-1
CCOc1ccc(-c2n[nH]c(C)c2-c2ccccc2OC)c(O)c1,4,-1.2,-2.2,2,-6,-1,2,-0.8,-2,-1.5,-0.6
Cc1noc2ncnc(N3CCCC3)c12,-5,-2.0,3.1,-5,-1,0,0,-0.9,-1,1.8,-0.4
CCOC(=O)C1=CC[C@@H](c2ccccc2)N(S(=O)(=O)c2ccc(C)cc2)[C@H]1C=C(C)C,3,-1.4,2.2,0,-3,-4,0,.,-7,-1.6,-2.4
Cc1ccc(C(=O)Nc2ccc(S(=O)(=O)NC3=NCCCCC3)cc2)cc1S(=O)(=O)N1CCOCC1,0,-1.6,-2.1,-2,-2,-2,-1,-0.7,0,-1.2,0.7
COc1ccc(CSCCNC(=S)Nc2ccccc2)cc1Cl,7,-2.2,0.2,-8,-6,-2,1,4.0,-4,-1.9,-0.6
